BioA inh – inhibitors of Mycobacterium tuberculosis BioA enzyme. purified M. tuberculosis BioA enzyme, plate reader. inhibition, % at 9.99 µM. 360,000 compounds, 0.096% hits. AID 602481; in the data active = inhibition above about 40%
* hit, by the source's call.

SMILES | BioA inh
C[C@H]1CN([C@@H](C)CO)C(=O)Cc2cc(NS(=O)(=O)c3ccc(F)cc3)ccc2O[C@@H]1CN(C)S(=O)(=O)c1cccs1 | -3.6
COc1cccc(S(=O)(=O)Nc2ccc3c(c2)C(=O)N(C)C[C@@H](OC)[C@H](C)CN(Cc2ccccc2F)[C@@H](C)CO3)c1 | -1.3
C[C@@H]1CN([C@H](C)CO)C(=O)c2cc(NC(=O)CCC(F)(F)F)ccc2O[C@@H]1CN(C)S(C)(=O)=O | 0.6
C[C@H](CO)N1C[C@H](C)[C@@H](CN(C)Cc2ccccc2)Oc2ccc(NS(=O)(=O)c3ccc(F)cc3)cc2C1=O | -0.9
O=C(C[C@@H]1CC[C@@H]2[C@H](COC[C@H](O)CN2S(=O)(=O)c2cccc(Cl)c2)O1)NCc1ccncn1 | -1.1
O=C(C[C@H]1C=C[C@H](NC(=O)c2ccc(F)cc2)[C@H](CO)O1)NCc1ccncn1 | -4.9
C[C@@H]1CN([C@@H](C)CO)C(=O)c2cc(N(C)C)ccc2O[C@H]1CN(C)Cc1ccc(Oc2ccccc2)cc1 | 1.0
COc1cccc(C(=O)Nc2ccc3c(c2)C(=O)N(C)[C@H]2CC[C@H](CC(=O)NCc4ccccc4F)O[C@@H]2CO3)c1 | -1.8
CC(C)CC#Cc1ccc2c(c1)O[C@@H](CN(C)C(=O)C1CCOCC1)[C@@H](C)CN([C@H](C)CO)S2(=O)=O | -3.2
C[C@@H]1CN([C@H](C)CO)C(=O)Cc2cc(NC(=O)C3CC3)ccc2O[C@H]1CN(C)S(=O)(=O)c1ccccc1 | -0.5
C[C@@H]1CN([C@H](C)CO)C(=O)c2cc(NC(=O)Cc3ccccc3)ccc2O[C@H]1CN(C)S(C)(=O)=O | 1.2
O=C(N[C@H]1CC[C@@H](CCNS(=O)(=O)c2ccc(F)cc2)O[C@H]1CO)C1CCC1 | -0.3
CO[C@@H]1CN(C)C(=O)c2ccc(NC(=O)Nc3cccc(F)c3)cc2OC[C@H](C)NC[C@H]1C | 12
Cc1ccc(S(=O)(=O)N[C@@H]2CC[C@@H](CCn3cc(C4CCCCC4)nn3)O[C@@H]2CO)cc1 | -0.9
C[C@H]1CN([C@@H](C)CO)S(=O)(=O)c2ccc(Br)cc2O[C@@H]1CN(C)Cc1cncnc1 | -0.8
O=C(Nc1ccc(F)cc1)N1CCCCN2[C@@H](CO)[C@H](c3ccc(C#Cc4ccccc4)cc3)[C@@H]2C1 | -0.8
CC(C)NC(=O)N(C)C[C@@H]1Oc2ccc(NC(=O)Cc3cn(C)c4ccccc34)cc2CC(=O)N([C@@H](C)CO)C[C@@H]1C | -1.0
O=S(=O)(c1ccc(F)cc1)N1CC[C@@H]2[C@H](CO)Nc3ccc(-c4ccc(F)cc4)cc3[C@@H]21 | 3.5
Cc1noc(C)c1S(=O)(=O)Nc1cccc2c1O[C@@H](CN(C)Cc1ccncc1)[C@@H](C)CN([C@H](C)CO)C2=O | -1.8
COc1ccc(NC(=O)N(C)C[C@H]2Oc3cc(C#CCC(C)C)ccc3S(=O)(=O)N([C@H](C)CO)C[C@@H]2C)cc1 | -0.3
CCCNC(=O)N1[C@H](C#N)[C@H](c2ccc(-c3ccccc3F)cc2)[C@@H]1CO | 3.9
Cc1noc(C)c1NC(=O)Nc1ccc2c(c1)C(=O)N([C@@H](C)CO)C[C@@H](C)[C@H](CN(C)CC1CC1)OCCCC[C@@H](C)O2 | -0.2
O=C(N[C@@H]1CC[C@H](CCn2cc(C3(O)CCCC3)nn2)O[C@@H]1CO)C1CCC1 | 2.8
COc1ccc(-c2cnc3c(c2)C(=O)N([C@H](C)CO)C[C@@H](C)[C@@H](CN(C)C(=O)Cc2ccccc2)O3)cc1 | -0.5
C[C@@H]1CN([C@H](C)CO)C(=O)c2cccc(NC(=O)Nc3cccc4ccccc34)c2O[C@H]1CN(C)C(=O)Nc1ccc2c(c1)OCO2 | 0.5
O=C(C[C@@H]1CC[C@@H]2[C@H](COC[C@@H](O)CN2C(=O)Nc2ccc(C(F)(F)F)cc2)O1)NCCc1ccncc1 | -2.9
C[C@H]1CN([C@@H](C)CO)C(=O)c2ccccc2-c2ccccc2CO[C@@H]1CN(C)C(=O)[C@H](Cc1ccccc1)N(C)C | -1.5
C[C@H]1CCCCO[C@H](CN(C)S(=O)(=O)c2cn(C)cn2)[C@@H](C)CN([C@@H](C)CO)C(=O)c2cc(NC(=O)Nc3cccc4ccccc34)ccc2O1 | 0.1
C[C@@H]1CN([C@@H](C)CO)C(=O)c2cccc(NC(=O)Nc3ccc4c(c3)OCO4)c2O[C@@H]1CN(C)Cc1ccccc1 | 0.7
O=C(C[C@H]1C[C@@H]2c3cc(NC(=O)c4ccc5c(c4)OCO5)ccc3O[C@@H]2[C@@H](CO)O1)NC1CCCC1 | 1.2
COc1ccc(S(=O)(=O)N(C)C[C@H]2OCCCC[C@H](C)Oc3ccc(NC(=O)CCC(F)(F)F)cc3C(=O)N([C@H](C)CO)C[C@@H]2C)cc1 | -0.2
COc1ccccc1-c1ccc2n(c1=O)C[C@@H]1[C@@H](CO)[C@H](C(=O)N[C@@H](C)c3ccccc3)[C@H]2N1C | 0.7
COc1ccc(CN(C)C[C@@H]2Oc3c(NC(=O)c4nc5ccccc5s4)cccc3C(=O)N([C@H](C)CO)C[C@H]2C)cc1 | -0.9
COc1ccc(CN(C)C[C@@H]2Oc3c(NS(=O)(=O)c4cccs4)cccc3C(=O)N([C@H](C)CO)C[C@@H]2C)cc1 | 2.9
CN(C)c1ccc2c(c1)[C@@H]1C[C@@H](CC(=O)O)O[C@@H](CO)[C@@H]1O2 | -2.0
O=C(C[C@H]1C=C[C@H](NC(=O)Cc2cccnc2)[C@H](CO)O1)NCc1ccc2c(c1)OCO2 | -1.5
O=C(Nc1cccc(F)c1)N[C@H]1CC[C@@H](CCNS(=O)(=O)c2cccc(Cl)c2)O[C@H]1CO | 9.7
C[C@@H]1CN([C@@H](C)CO)C(=O)c2cccc(NS(=O)(=O)c3cn(C)cn3)c2O[C@H]1CN(C)Cc1ccc(Oc2ccccc2)cc1 | 0.0
C[C@H](CO)N1C[C@H](C)[C@H](CN(C)S(=O)(=O)c2ccc(F)cc2)Oc2ccc(NC(=O)Cc3ccccc3)cc2C1=O | -0.8
C[C@H](NC(=O)C[C@@H]1CC[C@H](NC(=O)CN2CCOCC2)[C@@H](CO)O1)c1ccccc1 | -3.6
C/C=C/c1ccc([C@@H]2[C@@H](CO)N[C@@H]2CN(CC(C)C)C(=O)c2ccccn2)cc1 | 1.2
CO[C@@H]1CN(C)C(=O)c2ccc(NC(=O)NC3CCCCC3)cc2OC[C@@H](C)NC[C@H]1C | -1.4
O=C(C[C@@H]1C=C[C@H](NC(=O)C2CCOCC2)[C@@H](CO)O1)NCC1CCCCC1 | 2.0
C[C@@H]1CN([C@H](C)CO)C(=O)c2cc(-c3ccncc3)cnc2O[C@@H]1CN(C)C(=O)c1cccc(F)c1 | 3.9
C/C=C/c1ccc([C@@H]2[C@@H](CN(C)C(=O)CC3CC3)N(C(=O)C3CC3)[C@H]2CO)cc1 | -2.2
COCC#Cc1ccc2c(c1)O[C@@H](CN(C)S(=O)(=O)c1ccc(C)cc1)[C@@H](C)CN([C@H](C)CO)S2(=O)=O | 1.3
CCCNC(=O)[C@H]1[C@H](CO)[C@H]2Cn3c(ccc(C4=CCCC4)c3=O)[C@@H]1N2S(C)(=O)=O | -0.7
C[C@H]1CCCCO[C@H](CN(C)Cc2ccncc2)[C@@H](C)CN([C@@H](C)CO)C(=O)c2cc(NC(=O)NC3CCCCC3)ccc2O1 | 2.2
O=C(N[C@@H]1CC[C@H](CCNC(=O)C2CC2)O[C@@H]1CO)c1ccccn1 | -2.8
C[C@H](CO)N1C[C@H](C)[C@H](CN(C)C)Oc2c(NS(=O)(=O)c3cn(C)cn3)cccc2C1=O | -2.6
Cc1cccc(-c2ccc([C@H]3[C@H]4CN(C(=O)c5ccncc5)CCCCN4[C@H]3CO)cc2)c1 | -4.0
C[C@@H]1CN([C@H](C)CO)C(=O)Cc2cc(N(C)C)ccc2O[C@H]1CN(C)Cc1ccc(C(=O)Nc2ccccc2N)cc1 | 0.1
O=C(C[C@@H]1CC[C@@H](NC(=O)Cc2cccnc2)[C@H](CO)O1)NCc1ccc2c(c1)OCO2 | -2.8
CCS(=O)(=O)N[C@H]1CC[C@@H](CC(=O)NCc2ccccn2)O[C@H]1CO | -2.4
CO[C@@H]1CN(C)C(=O)c2cc(NS(=O)(=O)c3ccccc3)ccc2OC[C@@H](C)N(C(=O)NC(C)C)C[C@H]1C | -0.9
CN(C)CC(=O)Nc1ccc2c(c1)[C@@H]1C[C@H](CC(=O)NCc3ccc(-c4ccccc4)cc3)O[C@H](CO)[C@@H]1O2 | -0.4
C[C@@H]1CCCCO[C@H](CN(C)S(C)(=O)=O)[C@@H](C)CN([C@@H](C)CO)C(=O)c2cc(NC(=O)Cc3ccccc3)ccc2O1 | 4.3
Cc1noc(C)c1S(=O)(=O)N(C)C[C@H]1OCCCC[C@@H](C)Oc2ccc(NS(=O)(=O)c3cn(C)cn3)cc2C(=O)N([C@@H](C)CO)C[C@@H]1C | -0.3
CN(C)CC(=O)N[C@H]1CC[C@@H](CC(=O)NCc2ccccc2F)O[C@H]1CO | -1.2
CCCC(O)C#Cc1cnc2c(c1)C(=O)N([C@H](C)CO)C[C@H](C)[C@H](CN(C)C(=O)NC1CCCCC1)O2 (stereo partly drawn) | 4.2
(next part)
SMILES | BioA inh
O=C(Nc1ccccc1)[C@H]1[C@H](CO)[C@H]2Cn3c(ccc(C4=CCCCC4)c3=O)[C@H]2N1Cc1cocn1 | 0.2
C[C@@H]1CCCCO[C@@H](CN(C)C(=O)NC2CCCCC2)[C@H](C)CN([C@@H](C)CO)C(=O)c2cc(NC(=O)Nc3cccc4ccccc34)ccc2O1 | 1.4
CO[C@@H]1CN(C)C(=O)c2ccc(NC(C)=O)cc2OC[C@@H](C)N(C(=O)CN2CCOCC2)C[C@H]1C | -1.3
C[C@@H]1CN([C@H](C)CO)C(=O)c2cccc(NC(=O)NC3CCCCC3)c2O[C@H]1CN(C)S(=O)(=O)c1ccccc1 | -2.3
O=C(c1ccncc1)N1C[C@H]2[C@@H](c3ccccc31)[C@@H](CO)N2C(=O)Nc1ccc(F)cc1 | 4.8
COc1ccc(CN(C)C[C@@H]2Oc3ccc(NS(C)(=O)=O)cc3C(=O)N([C@@H](C)CO)C[C@H]2C)cc1 | 1.8
C[C@@H]1CN([C@@H](C)CO)C(=O)c2cc(NS(C)(=O)=O)ccc2O[C@@H]1CN(C)Cc1ccc(Oc2ccccc2)cc1 | 2.0
CCCN1[C@@H]2c3ccc(-c4ccccc4)c(=O)n3C[C@@H]2[C@@H](CO)[C@@H]1C(=O)N[C@@H](C)c1ccccc1 | 0.8
O=C(C[C@@H]1CC[C@@H]2[C@H](COC[C@@H](O)CN2Cc2nccs2)O1)N1CCC(Cc2ccccc2)CC1 | -1.3
C[C@H](CO)N1C[C@H](C)[C@H](CN(C)Cc2ccc3c(c2)OCO3)Oc2ccc(NC(=O)C3CC3)cc2CC1=O | 4.9
CN1C(=O)c2cc(NC(=O)C3CC3)ccc2OC[C@@H]2O[C@@H](CC(=O)NC3CCC3)CC[C@@H]21 | -8.8
CO[C@@H](CN(C)S(=O)(=O)c1ccc(Cl)cc1)[C@@H](C)CN(C(=O)Nc1ccccc1F)[C@@H](C)CO | 0.8

Continued, overlapping the part above by 3 compounds.
SMILES | BioA inh
C[C@H](CO)N1C[C@H](C)[C@H](CN(C)Cc2ccc3c(c2)OCO3)Oc2ccc(NC(=O)C3CC3)cc2CC1=O | 4.9
CN1C(=O)c2cc(NC(=O)C3CC3)ccc2OC[C@@H]2O[C@@H](CC(=O)NC3CCC3)CC[C@@H]21 | -8.8
CO[C@@H](CN(C)S(=O)(=O)c1ccc(Cl)cc1)[C@@H](C)CN(C(=O)Nc1ccccc1F)[C@@H](C)CO | 0.8
C[C@@H]1CN([C@H](C)CO)C(=O)c2cccc(NC(=O)Nc3ccc4c(c3)OCO4)c2O[C@H]1CN(C)Cc1ccc(C(=O)O)cc1 | -0.3
COc1ccc(NC(=O)N(C)C[C@H]2Oc3ncc(-c4ccc(C#N)cc4)cc3C(=O)N([C@@H](C)CO)C[C@@H]2C)cc1 | 4.8
O=C(c1ccccc1F)N1CC[C@@H]2[C@@H](CO)Nc3ccc(-c4ccccc4)cc3[C@@H]21 | 15
C[C@@H]1CN([C@H](C)CO)C(=O)Cc2cc(NC(=O)CCN3CCOCC3)ccc2O[C@H]1CN(C)S(=O)(=O)c1ccc(F)cc1 | -2.2
COc1ccc(S(=O)(=O)N(C)C[C@H]2Oc3ccc(NC(=O)C4CCCCC4)cc3CC(=O)N([C@H](C)CO)C[C@H]2C)cc1 | -1.1
C[C@@H]1CN([C@H](C)CO)C(=O)c2cc(-c3cccnc3)cnc2O[C@H]1CN(C)Cc1ccc(Oc2ccccc2)cc1 | -0.6
CO[C@H]1CC[C@@H]2CCOc3c(C#N)cccc3C(=O)N(C)C[C@H](C)C(=O)N(C)C[C@H]1O2 | -1.5
Cc1ccc(S(=O)(=O)N(C)C[C@H]2Oc3ccc(NC(=O)NC(C)C)cc3C(=O)N([C@H](C)CO)C[C@@H]2C)cc1 | 2.0

Filtered by structure: those above containing a CF3 group (3)
SMILES | BioA inh
C[C@@H]1CN([C@H](C)CO)C(=O)c2cc(NC(=O)CCC(F)(F)F)ccc2O[C@@H]1CN(C)S(C)(=O)=O | 0.6
O=C(C[C@@H]1CC[C@@H]2[C@H](COC[C@@H](O)CN2C(=O)Nc2ccc(C(F)(F)F)cc2)O1)NCCc1ccncc1 | -2.9
COc1ccc(S(=O)(=O)N(C)C[C@H]2OCCCC[C@H](C)Oc3ccc(NC(=O)CCC(F)(F)F)cc3C(=O)N([C@H](C)CO)C[C@@H]2C)cc1 | -0.2

2 successive records out of the list so far, for reference:
SMILES | BioA inh
C[C@@H]1CN([C@H](C)CO)C(=O)Cc2cc(NC(=O)CCN3CCOCC3)ccc2O[C@H]1CN(C)S(=O)(=O)c1ccc(F)cc1 | -2.2
COc1ccc(S(=O)(=O)N(C)C[C@H]2Oc3ccc(NC(=O)C4CCCCC4)cc3CC(=O)N([C@H](C)CO)C[C@H]2C)cc1 | -1.1

The list is partial (hit frequency here may not be typical).
